Compound activity: PubChem, National Center for Advancing Translational Sciences (NCATS)
Eya2 phos inh – blocks the phosphatase activity of human Eya2; recombinant Eya2, OMFP fluorescence dephosphorylation (OMFP is methylfluorescein phosphate); Potency, µM (highest dose often 76.9 µM), inactives show at the top dose activity, negative = inhibition, most hits filed as inhibitors; 0.006% of 330,000 active; also: potency is read from the fitted curve at half-maximal effect; % is scaled to controls: 0 for no effect and ±100 for the full control effect
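Eya2 protein (added as 0.2 uM solution) was preincubated with compound for 10 min at ambient temperature in 50 mM HEPES pH 7.5, 50 mM NaCl, 5 uM MgCl2, 0.05% BSA, 1 mM DTT. OMFP (added at 50 uM) then reacted 10 min; fluorescence read at 485/525 nm.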
uPA surface inh – blocks generation of uPA at the cell surface | AID 540303 | cell surface uPA generation assay, qHTS | Potency, µM (top dose mostly 38.3 µM), inactives show at the highest dose activity change, negative = inhibition, usual class: inhibitors | 0.31% of 330,000 active; active = well fitted inhibition curve with a large enough effect; inconclusive = small, poorly fitted or top-dose-only effect; inactive = no such curve, though single readings can be large or run the other way; tested in mouse RAW 264.7 cells; also: potency is read from the fitted curve at half-maximal effect; % is scaled to controls: 0 for no effect and ±100 for the full control effect; nearly all actives have a fitted effect of over 55% in size
Tb PFK inh – T. brucei PFK enzyme inhibition; O15648; Potency, µM (series often up to 57.5 µM), without a hit: at the top dose activity, negative = inhibition, actives largely listed as inhibitors; 0.17% of 330,000 active; T. brucei PFK, ADP-Glo luminescence;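 also: potency is read from the fitted curve at half-maximal effect; 0% = uninhibited 1x PFK enzyme wells and -100% = no-enzyme wells; nearly all actives have a fitted effect of over 60% in size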
Target sequence (O15648 whole entry, looked up): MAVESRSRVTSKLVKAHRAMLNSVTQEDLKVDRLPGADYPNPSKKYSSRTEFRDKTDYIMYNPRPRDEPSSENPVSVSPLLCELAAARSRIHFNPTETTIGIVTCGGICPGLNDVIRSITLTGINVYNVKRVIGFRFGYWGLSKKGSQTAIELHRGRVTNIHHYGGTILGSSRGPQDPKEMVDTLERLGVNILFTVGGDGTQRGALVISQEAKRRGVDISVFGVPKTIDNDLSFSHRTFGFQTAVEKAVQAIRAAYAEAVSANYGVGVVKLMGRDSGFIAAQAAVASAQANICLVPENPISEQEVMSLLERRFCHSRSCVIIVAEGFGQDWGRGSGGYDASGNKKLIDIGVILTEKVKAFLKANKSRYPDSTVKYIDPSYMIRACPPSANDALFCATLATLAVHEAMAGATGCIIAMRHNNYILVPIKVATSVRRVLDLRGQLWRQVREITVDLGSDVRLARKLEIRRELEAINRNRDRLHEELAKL
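In TEA buffer at pH 8.0 with 5 mM MgCl2, enzyme (1.25 nM) converted F6P (0.5 mM) and ATP (0.1 mM) for 45 min at room temperature. ADP product was read by luciferase luminescence.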
B2AR arrestin – agonists driving beta-arrestin recruitment to human beta2-adrenergic receptor. beta-arrestin recruitment to beta2AR, cell-based reporter. Potency, µM (titrated, usually from 46.1 µM), for inactives: at the top dose activation, most hits filed as activators. 0.02% of 330,000 active;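 also: potency is read from the fitted curve at half-maximal effect; 0% = DMSO controls and full agonism = EC100 isoproterenol or metaproterenol; nearly all actives have a fitted effect of over 65% in size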
ELG1 repair inh – blocks ELG1-dependent DNA repair in HEK293T cells. Potency, µM (series often up to 46.1 µM), inactives show at the top dose activity change, negative = inhibition, usual class: inhibitors. HEK293T ELG1-luciferase reporter, luminescence, 16 h; DNA damage induced by 5-fluorouridine. 2.3% of 330,000 active. AID 504467; also: potency is read from the fitted curve at half-maximal effect; % is scaled to controls: 0 for no effect and ±100 for the full control effect; nearly all actives have a fitted effect of over 55% in size
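In this reporter screen, reduction of luminescence relative to DMSO vehicle indicated activity. Compounds and 5-fluorouridine were added together to 2,000 cells per well, incubated for 16 hr at 37 °C, then developed with ONE-Glo.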
Chronic BCR inh – chronic active BCR signaling inhibition; ABC-DLBCL IkBa-CBG/CBR reporter, luminescence ratio, 4 h; Potency, µM (top dose mostly 46.1 µM), inactives show top-dose ratio change, negative = lower green/red ratio, most hits filed as inhibitors; 0.05% of 340,000 active; active = well fitted inhibition curve with a large enough effect in the signal ratio, with a control signal flat, not every such curve was filed as active; inconclusive = small, poorly fitted or top-dose-only effect, or effect the other way, or a change in a side signal; the % refers to the signal ratio;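 also: potency is read from the fitted curve at half-maximal effect; plate controls were basal doxycycline-induced cells for no effect and cells given 10 µM MG132 for full effect; MG132 reads +100%, hits lower the ratio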
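TMD8 human ABC-DLBCL cells with doxycycline-inducible IκBα–green luciferase fusion and unfused red luciferase, in 0.5% FBS medium; compounds up to 46 uM, 4 h at 37C. Green/red luminescence ratio, filter-overlap corrected, fitted to concentration-response curves.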
PTAP TSG101 blk – blocks PTAP/TSG101 interaction to inhibit HIV-1 budding | 340,000 tested, under 10 active | Q99816 | AID 493005 | Fluorescence polarization, FITC-PTAP peptide / Tsg101 binding | Potency, µM (series often up to 115 µM), for the others: at the highest dose activity change, negative = inhibition, actives largely listed as inhibitors; active = well fitted inhibition curve with a large enough effect in the main read-out, with a control signal flat, not every such curve was filed as active; inconclusive = small, poorly fitted or top-dose-only effect, or effect the other way, or a change in a side signal; inactive = no such curve, though single readings can be large or run the other way; also: potency is read from the fitted curve at half-maximal effect; % of control where 0% means no effect
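Fluorescence anisotropy tracks displacement of a FITC-tagged PTAP peptide (50 nM) from the Tsg101 binding domain (10 uM), following a 20 min room-temperature incubation at pH 7.5.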
TSHR antag – blocks TSH signaling through the human TSH receptor; P16473; TSHR-expressing cells, TSH-stimulated cAMP HTRF, 2 h; stronger effect = lower value; activity change, negative = inhibition, % at 11.5 µM; 0.2% of 330,000 active; AID 504810;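 active = activity change below a set negative limit, meaning inhibition stronger than a set level, cut at about -70% in these data; inconclusive = activity change between two set negative limits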; also: % is scaled to controls: 0 for no effect and ±100 for the full control effect
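Cell-based HTRF cAMP assay; TSHR cells + compound, TSH EC80 (4nM final), 2 h, 37 deg C. Lysis with anti-cAMP cryptate and cAMP-d2, 30 min RT, read 665/620 nm.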
Mito fusion act – mitochondrial division inhibition or fusion activation. S. cerevisiae fusion-defective mutant growth rescue, CellTiterGlo 48 h. Potency, µM (top dose mostly 46.1 µM), without a hit: at the highest dose growth rescue (activation), actives largely listed as activators. 0.23% of 320,000 active. AID 485298;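 also: potency is read from the fitted curve at half-maximal effect; % of control where 0% means no effect; nearly all actives have a fitted effect of over 45% in size; temperature-sensitive fusion mutants such as fzo1-1 at 37 °C on non-fermentable ethanol glycerol medium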
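Yeast fusion mutant, YPEG (non-fermentable carbon), compound, 48 h at 37C non-permissive; CellTiterGlo added, 10 min RT, luminescence read. Rescued growth = division inhibition.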
USP2a inh – USP2a (human) protease inhibition | O75604 | USP2 core, Ub-CHOP2 coupled fluorogenic reporter, 485/531 | Potency, µM (doses to about 38.3 µM), inactives show at the top dose activity change, negative = inhibition, actives largely listed as inhibitors | 0.01% of 330,000 active;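 also: potency is read from the fitted curve at half-maximal effect; plate controls were DMSO wells for no effect and full inhibition by NEM control for full effect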
Target sequence (O75604 whole entry, looked up): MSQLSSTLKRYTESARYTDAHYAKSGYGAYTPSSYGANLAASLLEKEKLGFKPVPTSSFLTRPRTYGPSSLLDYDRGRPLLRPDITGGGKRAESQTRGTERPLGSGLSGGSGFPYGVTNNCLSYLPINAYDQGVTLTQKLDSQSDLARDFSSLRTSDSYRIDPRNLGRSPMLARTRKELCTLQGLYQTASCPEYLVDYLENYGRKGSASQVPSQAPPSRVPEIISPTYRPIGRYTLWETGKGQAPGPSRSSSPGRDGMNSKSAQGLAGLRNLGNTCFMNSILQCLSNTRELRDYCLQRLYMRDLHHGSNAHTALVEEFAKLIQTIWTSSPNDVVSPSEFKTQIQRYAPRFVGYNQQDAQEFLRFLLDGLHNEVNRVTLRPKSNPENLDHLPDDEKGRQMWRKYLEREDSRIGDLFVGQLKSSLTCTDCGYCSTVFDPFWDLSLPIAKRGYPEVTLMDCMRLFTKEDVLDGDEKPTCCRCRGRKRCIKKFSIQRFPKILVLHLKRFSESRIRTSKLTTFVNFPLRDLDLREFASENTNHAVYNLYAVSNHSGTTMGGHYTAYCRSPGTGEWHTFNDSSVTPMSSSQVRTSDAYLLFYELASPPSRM
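Cell-free coupled assay: 10nM USP2 core preincubated 30min RT with compound in Tris-HCl pH 8.0/CaCl2/CHAPS buffer, then 25nM Ub-CHOP2 and 25nM reporter substrate; fluorescence (Ex 485/Em 531) read after 60min RT, normalized to NEM inhibition, concentration-response curves fitted.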
TCR activator – activators of T cell receptors | primary human leukocytes, anti-CD3, IL-2 HTRF, 48 h | Potency, µM (titrated, usually from 9.22 µM), for the others: top-dose activation of IL-2 secretion, most hits filed as activators | 330,000 tested, under 10 active; also: % of control where 0% means no effect
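48 hr co-incubation of compounds, a-CD3 beads and primary human leukocytes; IL-2 quantified homogeneously by HTRF with anti-IL-2 K and d2 conjugates.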
Active calls of the source: *; ? = inconclusive; · = not tested or not shown; [ ] = remark or other dose. Unless noted, calls follow the shape of the dose curve; as a rule, active = well fitted curve in the direction sought with a large enough effect; inconclusive = small, poorly fitted or top-dose-only effect, or another doubt; inactive = no such curve, though single readings can be large; an effect the other way counts as inactive or inconclusive.

structure	Eya2 phos inh	uPA surface inh	Tb PFK inh	B2AR arrestin	ELG1 repair inh	Chronic BCR inh	PTAP TSG101 blk	TSHR antag	Mito fusion act	USP2a inh	TCR activator
CCc1ccc(C(C)NC(=S)NCc2ccc(F)cc2)cc1 (configuration not stated)	-12%	3%	-3%	-0.2%	-6%	?	-1%	4	-10%	-5%	-1%
O=C(C[C@H]1C/C=C\CC[C@@H](Cc2ccc(F)cc2)C(=O)O[C@H](c2ccccc2)CNC1=O)N[C@H](CO)Cc1ccccc1	-28%	-14%	0%	-0.7%	?	6%	-1%	-17	·	-4%	-5%
COc1ccc(N2C(=O)C(Cl)=C(Nc3ccccc3OC)C2=O)cc1	-5%	0%	-2%	-0.4%	1%	-1%	-6%	7	-7%	-1%	-4%
CCC(C)C1Nc2ccc(C(=O)NCc3ccc4c(c3)OCO4)cc2NC1=O (configuration not stated)	16%	3%	-6%	-0.2%	-32%	?	-1%	4	6%	1%	8%
COc1cc(CN(CC(C)C)S(=O)(=O)c2ccccc2Br)cc(OC)c1	2%	?	-5%	0.0%	-14%	7%	-1%	-21	·	-6%	-6%[46.1 µM]
O=C(c1ccccc1F)N(Cc1ccccc1)C1CCS(=O)(=O)C1 (configuration not stated)	-1%	6%	-4%	-0.2%	-5%	1%	-3%	6	-3%	1%	-1%
COc1ccc(NC(=O)CC(C)NCCCN2CCCC2=O)cc1 (configuration not stated)	2%	6%	-5%	-0.4%	1%	3%	-2%	7	25%	2%	-1%
CCOC(=O)c1cc(-c2ccccc2)sc1NC(=O)C(C)Sc1nnnn1C (configuration not stated)	13%	-2%	2%	0.1%	18µM*	?	-6%	-6	?	-10%	-5%
CC1(C)CC(=O)c2c(nc(SCC(=O)Nc3nsc(-c4ccccc4)n3)c(C#N)c2-c2ccccc2)C1	20%	12%	0%	2.6%	?	17%	-5%	-4	1%	-1%	0%
Cc1ccccc1NS(=O)(=O)c1ccc(C(=O)NCC(c2ccco2)N(C)C)cc1 (configuration not stated)	-21%	0%	-2%	-0.4%	-14%	0%	0%	-1	5%	-2%	17%
COc1ccc(OCC(=O)NCCc2ccc(S(N)(=O)=O)cc2)cc1	9%	5%	-6%	-0.1%	5%	-9%	-10%	12	-1%	-1%	5%
CCCC[N+](CC#Cc1ccccc1)(CCCC)CCCS(=O)(=O)[O-]	5%	-2%	-2%	0.1%	-3%	12%	-3%	14	4%	11%	-4%
COc1ccccc1NC(=O)C(C)OC(=O)C1CCC(C(C)(C)C)CC1 (configuration not stated)	-8%	5%	-6%	0.0%	?	26%	-1%	0	5%	-1%	-2%
ON1C2CCCCC2N(O)C1c1c(F)c(F)c(F)c(F)c1F (configuration not stated)	-1%	-2%	0%	-0.7%	12%	3%	-5%	8	-10%	0%	-2%
CCOC(=O)CSc1nc(C(C)C)nc2ccccc12	-24%	-1%	0%	-0.9%	16%	-1%	1%	-9	15%	-1%	-5%
COc1ccccc1CNC(=O)CCc1cn(C)c2ccccc12	-9%	1%	1%	-0.1%	-16%	-2%	1%	4	-13%	2%	-1%
Cc1cc(NC(=O)c2sccc2C)n(-c2nc3ccccc3[nH]2)n1	-8%	-4%	4%	0.2%	?	3%	0%	-13	-15%	-1%	5%
CCOc1ccccc1CNCCN1CCOCC1	-11%	·	-2%	-0.5%	-7%	-7%	-1%	20	-3%	1%	·
COc1cccc(CNCCNC(=O)c2ccco2)c1OC	6%	5%	-7%	-1.1%	24%	?	-2%	14	0%	0%	-6%
COc1ccc(S(=O)(=O)N2CCNCC2)cc1	1%	0%	-2%	-1.0%	6%	7%	-1%	7	0%	3%	-2%
CCc1cccc(CC)c1NC(=O)COC(=O)c1ccc2c(c1)S(=O)(=O)c1ccccc1C2=O	-4%	0%	-7%	-0.3%	19%	-4%	-2%	14	-2%	-1%	-2%[46.1 µM]
COc1cccc(-n2ccnc2SCC(=O)Nc2cc(OC)ccc2OC)c1	-20%	-5%	0%	0.4%	?	-9%	-3%	-1	0%	-1%	-2%
Cc1cc(C(=O)COC(=O)c2ccc[nH]c2=O)c(C)n1C	4%	0%	-3%	2.6%	?	0%	-5%	-1	-1%	-2%	3%[46.1 µM]
Cc1cc(-c2ccccc2)nc(N/N=C/c2ccccc2F)n1	6%	-9%	1%	?	?	?	1%	0	-10%	-1%	2%
CCOC(=O)N1CCN(C(=O)c2cc3c(s2)-c2c(C)cccc2OC3)CC1	8%	-8%	-1%	0.4%	-5%	-17%	-5%	3	11%	-5%	-4%

(cont.)
structure	Eya2 phos inh	uPA surface inh	Tb PFK inh	B2AR arrestin	ELG1 repair inh	Chronic BCR inh	PTAP TSG101 blk	TSHR antag	Mito fusion act	USP2a inh	TCR activator
O=S(=O)(NCc1ccccn1)c1cc(C(F)(F)F)ccc1Cl	-6%	?	1%	-0.2%	0%	2%	3%	-30	0%	1%	15%
COc1cccc(OCc2cc(C(=O)NCC3CCCCC3)no2)c1	-8%	9%	1%	0.1%	?	4%	0%	-14	-8%	1%	8%
CCOc1ccc(N(CC(=O)NCCc2ccc(OC)cc2)S(C)(=O)=O)cc1	3%	6%	0%	0.1%	1%	3%	-7%	5	-3%	10%	-1%
Cc1cc(C)c(Cn2c3ccccc3c3cnn(CC(=O)NCc4ccccn4)c(=O)c32)c(C)c1	-18%	0%	-1%	-0.7%	?	-1%	-2%	-6	-2%	-5%	0%
COc1ccc(OC)c(S(=O)(=O)N2CCCC(C(=O)NCCc3ccccc3)C2)c1 (configuration not stated)	-6%	-2%	-2%	-0.4%	1%	-2%	-4%	17	0%	0%	-1%
O=C(CNC(=O)N1CC(=O)Nc2ccccc21)NCCc1ccc(Cl)cc1	1%	23%	3%	0.5%	-7%	?	1%	-36	0%	1%	6%
COc1ccc(C)cc1NC(=O)COC(=O)Cc1ccc(-c2ccccc2)cc1	-9%	6%	7%	-0.1%	4%	?	0%	8	5%	1%	18%[46.1 µM]
COC(=O)c1ccccc1NC(=O)CN(C1CCCCC1)S(C)(=O)=O	8%	-2%	1%	0.0%	-8%	-13%	-4%	-1	5%	0%	-12%
Cc1cc(Cl)c(S(=O)(=O)NCc2cccnc2)cc1OCC(=O)NC1CCCCC1	9%	-5%	0%	0.3%	-16%	0%	-5%	8	-2%	3%	-1%
COc1ccc(CCNC(=O)c2cc3c(F)cccc3s2)cc1OC	-1%	0%	-1%	0.4%	?	13%	0%	-11	1%	-1%	-11%
Cc1ccc(CNS(=O)(=O)c2ccc3c(c2)CCN3C(=O)C2CCC2)cc1	-2%	-7%	-5%	0.1%	-15%	2%	-3%	0	0%	0%	0%
Cc1noc(C)c1COC(=O)C1COc2ccccc2O1 (configuration not stated)	0%	3%	0%	-1.6%	11%	1%	-15%	-8	-1%	0%	2%
CCCN1CCN(CCCNC(=O)CCn2nc(-c3ccccc3)ccc2=O)CC1	13%	0%	2%	0.3%	-18%	9%	0%	20	29%	11%	4%
CC(C)CNC(=O)CSc1nc2scc(-c3ccccc3)c2c(=O)[nH]1	-7%	17%	14%	4.3%	-1%	0%	-5%	-2	-1%	0%	-1%[46.1 µM]
NC(=O)c1ccccc1NC(=O)c1ccccc1Cl	11%	2%	2%	0.2%	15%	?	-1%	-5	-5%	8%	18%
CCN(CC)CCC(c1cc(OC)c(OC)c(OC)c1)c1c(O)cc(OC)cc1OC (configuration not stated)	-3%	-13%	-1%	-0.2%	16%	-3%	0%	6	-11%	1%	1%
CN1C(=O)C(O)(CC(=O)/C=C/C=C/c2ccccc2)c2ccccc21 (configuration not stated)	0%	-6%	-4%	3.5%	9%	?	-3%	13	5%	1%	9%[46.1 µM]
Cc1ccc(NC(=O)C2CCCN2S(=O)(=O)c2cccc3cccnc23)cc1F (configuration not stated)	-2%	22%	-3%	-0.8%	?	?	-8%	-8	7%	4%	-6%[46.1 µM]
